RGS4 inh: inhibitors of human RGS4 | HEK293 M3R/RGS4 inducible, Fluo-4 calcium flux; hits give high values; triggered by carbachol at its EC20 | B-score at 10 µM | 310,000 tested, 0.45% active | AID 463165;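 active = B-score, a plate-corrected calcium signal, over three deviations above library mean, with baseline fluorescence within five deviations of library mean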;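 also: RGS4 expression induced by doxycycline in cells with stable M3 receptor; B-score is computed from the integrated fluorescence ratio over baseline after carbachol; higher B-score means a larger calcium signal and so more RGS4 inhibition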
RGS4 pot: potentiators or activators of RGS4 | HEK293 M3R/inducible RGS4, carbachol calcium flux Fluo4; hits give low values | B-score at 10 µM | 310,000 tested, 0.92% active;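 active = B-score of the integrated calcium signal more than 4 SD below the library mean, with starting fluorescence not abnormally high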;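 also: negative B-score means reduced calcium response which marks RGS4 activation or potentiation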
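Material: Inducible-RGS4 HEK293 cells carrying M3 receptor; also added: carbachol at ECmax as muscarinic agonist stimulus; incubation: compound preincubation 20 min at room temperature before agonist; signal: Fluo4-AM (2 µM) calcium-flux fluorescence, kinetic read; measure: integrated calcium ratio converted to B score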
TMEM16A act: mouse TMEM16A channel activation, primary screen; HEK293 TMEM16A/YFP-H148Q/I152L, iodide quench fluorescence; hits give low values; Q8BHY3; B-score at 10 µM; AID 623877; 340,000 tested, 0.3% active;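 active = fluorescence-ratio B-score plate-corrected deviation score at least 3 library SD below zero, with starting fluorescence score within 5 deviations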;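 also: channel opened by trigger with iodide after compound preincubation; score built on the fluorescence ratio of max minus min over baseline; more negative score means more quench and so TMEM16A activation or potentiation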
TMEM16A inh: blocks the mouse calcium-activated chloride channel TMEM16A | Q8BHY3 | HEK293 TMEM16A/YFP iodide influx fluorescence, ionomycin | normalized B-score (activity score, 25-100; higher = stronger inhibition) at 10 µM | 310,000 tested, 1.2% active | AID 588511;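 active = ratio plate-corrected score three or more library SD toward inhibition, starting fluorescence score within five deviations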;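 also: score derived from kinetic fluorescence span divided by baseline fluorescence per well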
MrgX1 PAM: human MrgX1 positive allosteric modulation, primary screen. 310,000 tested, 0.63% active. Q96LB2. B-score at 10 µM. MrgX1-HEK293, Fluo-4 calcium flux, FDSS; hits give high values;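 active = plate-corrected calcium response at least 3 library SD above typical, normal starting fluorescence, not activating the receptor alone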;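 also: compound read alongside a low EC10 to EC30 dose of BAM8-22 agonist; peak minus trough fluorescence over baseline measured at the second addition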
Target sequence (Q96LB2 whole entry, looked up): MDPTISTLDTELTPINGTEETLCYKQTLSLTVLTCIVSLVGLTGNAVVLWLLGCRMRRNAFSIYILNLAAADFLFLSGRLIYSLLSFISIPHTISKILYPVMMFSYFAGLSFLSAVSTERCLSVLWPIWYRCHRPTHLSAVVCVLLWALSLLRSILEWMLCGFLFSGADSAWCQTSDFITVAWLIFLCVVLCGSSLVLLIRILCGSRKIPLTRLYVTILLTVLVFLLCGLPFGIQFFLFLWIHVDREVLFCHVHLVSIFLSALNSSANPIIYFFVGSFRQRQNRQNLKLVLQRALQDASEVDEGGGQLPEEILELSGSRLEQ
KCNQ1 block: blocks the human KCNQ1 potassium channel. P51787. B-score at 10 µM. 310,000 tested, 1.3% active. CHO-K1 KCNQ1, FluxOR thallium flux fluorescence; hits give high values. AID 2642;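 active = compounds whose thallium flux B-score, printed positive for inhibition, exceeds three library SD while starting fluorescence stays within three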;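 also: channel opened by potassium depolarization with thallium stimulus after 20 min compound exposure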
Target sequence (P51787 whole entry, looked up): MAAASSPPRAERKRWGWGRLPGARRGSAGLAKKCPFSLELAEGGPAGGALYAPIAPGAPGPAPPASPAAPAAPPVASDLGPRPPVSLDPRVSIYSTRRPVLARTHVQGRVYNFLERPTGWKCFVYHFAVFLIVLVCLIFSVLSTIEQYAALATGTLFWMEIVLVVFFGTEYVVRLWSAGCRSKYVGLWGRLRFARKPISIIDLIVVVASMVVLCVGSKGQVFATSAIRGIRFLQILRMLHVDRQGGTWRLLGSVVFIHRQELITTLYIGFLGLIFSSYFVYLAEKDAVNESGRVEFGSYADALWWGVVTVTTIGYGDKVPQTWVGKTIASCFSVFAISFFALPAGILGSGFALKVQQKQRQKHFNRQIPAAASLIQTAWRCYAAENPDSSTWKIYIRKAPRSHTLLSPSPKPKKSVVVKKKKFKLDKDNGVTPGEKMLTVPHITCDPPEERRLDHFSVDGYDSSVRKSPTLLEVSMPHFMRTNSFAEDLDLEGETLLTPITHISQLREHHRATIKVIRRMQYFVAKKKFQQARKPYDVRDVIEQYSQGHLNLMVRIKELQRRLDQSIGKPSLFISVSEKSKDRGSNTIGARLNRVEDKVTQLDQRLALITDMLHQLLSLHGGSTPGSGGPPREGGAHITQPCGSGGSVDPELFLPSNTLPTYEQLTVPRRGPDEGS
KCNK9 inh: human KCNK9 channel inhibition | HEK293 KCNK9, FluxOR thallium flux fluorescence; hits give low values | B-score at 10 µM | 310,000 tested, 1.2% active;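 active = ratio B-score over 3 SD below the library mean, with starting fluorescence within 5 SD of its mean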;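 also: negative B-score means less thallium flux so channel inhibition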
hERG protect: compounds protecting human hERG from proarrhythmic drug block. Q12809. CHO-hERG, FluxOR thallium flux, dofetilide IC70 present. activation (rescue from dofetilide block), less the hit threshold, % at 10 µM. 310,000 tested, 0.51% active;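 active = activation above the mean of controls blocked by dofetilide plus 5 SD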;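 also: thallium influx through hERG after potassium depolarization seen as dye fluorescence rise; in these data hits start at about 4.7%; inactives centre near -7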
MrgX1 agonist: activates human MrgX1 receptor signaling | 310,000 tested, 0.44% active | B-score at 10 µM | MrgX1-HEK293 cells, Fluo-4 calcium fluorescence, agonist mode; hits give high values;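 active = calcium response B-score plate-corrected fluorescence ratio at least 3 library SD, with starting fluorescence B-score inside 5 SD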
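Assay system: MrgX1-expressing HEK293 cells / Amount: fifteen thousand cells per well / Doses: test compound in the initial addition of three / Timing: cells plated overnight, dye loaded 0.5 h 37 °C, 0.5 h room temperature / Technique: kinetic calcium dye fluorescence, Fluo-4 NW / Control set: positive and negative controls per plate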
KCNK3 block: human KCNK3 channel inhibition, primary screen; B-score at 10 µM; CHO-KCNK3 thallium flux, FluxOR fluorescence; hits give low values; 340,000 tested, 0.84% active;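 active = B-score under library mean minus 4 SD, starting fluorescence ratio at most library mean plus 5 SD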;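 also: more negative B-score means stronger inhibition of thallium flux through KCNK3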
KCNQ1 pot: potentiators or activators of human KCNQ1 potassium channel; P51787; CHO-K1 KCNQ1, thallium flux FluxOR fluorescence; hits give high values; B-score at 10 µM; 310,000 tested, 0.35% active;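 active = fluorescence ratio B-score, a plate-corrected score, at least three library SD, with initial intensity B-score within 5 SD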
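assay system = KCNQ1-transfected CHO-K1 cells | medium = assay buffer with matched DMSO | probe or stimulus = depolarizing K+/Tl+ stimulus, K2SO4 and Tl2SO4 each 12.5 mM in 5x stock | dosing = single dose | incubation = dye 90 min, compound 20 min, room temperature | detection = kinetic FluxOR fluorescence, 10 s baseline plus 110 s post-stimulus | evaluation = ratio B score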
Active calls of the source: *.

For CCc1cc(=O)oc2cc(OC(C)C(=O)NCc3ccccn3)ccc12 (configuration not stated) the results were RGS4 inh inactive, RGS4 pot inactive, TMEM16A act inactive, TMEM16A inh inactive, MrgX1 PAM inactive, KCNQ1 block inactive, KCNK9 inh inactive, hERG protect -6, MrgX1 agonist inactive, KCNK3 block inactive and KCNQ1 pot inactive.
Screening CN(C)C(=O)c1cc(C(=O)Cc2ccccc2)c[nH]1 returned RGS4 inh inactive, RGS4 pot inactive, TMEM16A inh inactive, MrgX1 PAM inactive, KCNQ1 block inactive, KCNK9 inh inactive, hERG protect -6, MrgX1 agonist inactive, KCNK3 block inactive and KCNQ1 pot inactive.
Screening Cc1cccc(S(=O)(=O)c2c(N)n(/N=C/c3cccnc3)c3nc4ccccc4nc23)c1 returned RGS4 inh inactive, RGS4 pot inactive, TMEM16A act inactive, TMEM16A inh inactive, MrgX1 PAM inactive, KCNQ1 block inactive, KCNK9 inh inactive, hERG protect -8, MrgX1 agonist inactive, KCNK3 block inactive and KCNQ1 pot inactive.
For CCc1csc(CCNC(=O)C2CCC(=O)N(CCc3cccc(F)c3)C2)n1 (configuration not stated) the results were RGS4 inh inactive, RGS4 pot inactive, TMEM16A act inactive, TMEM16A inh inactive, MrgX1 PAM inactive, KCNQ1 block inactive, KCNK9 inh inactive, hERG protect -8, MrgX1 agonist inactive, KCNK3 block inactive and KCNQ1 pot inactive.
Screening CC(/C=C/c1ccco1)=N/NC(=O)c1ccc(C)nc1 returned RGS4 inh inactive, RGS4 pot inactive, TMEM16A act inactive, TMEM16A inh inactive, MrgX1 PAM inactive, KCNQ1 block inactive, KCNK9 inh inactive, hERG protect -2, MrgX1 agonist inactive, KCNK3 block inactive and KCNQ1 pot inactive.
For CCOc1c(CNc2nnnn2C)cccc1OC the results were RGS4 inh inactive, RGS4 pot inactive, TMEM16A act inactive, TMEM16A inh inactive, MrgX1 PAM inactive, KCNQ1 block inactive, KCNK9 inh inactive, hERG protect -7, MrgX1 agonist inactive, KCNK3 block inactive and KCNQ1 pot inactive.
CCc1cccc(CC)c1NC(=O)CN1CCc2cc(OC)c(OC)cc2C1 was read as RGS4 inh inactive, RGS4 pot inactive, TMEM16A act inactive, TMEM16A inh inactive, MrgX1 PAM inactive, KCNQ1 block inactive, KCNK9 inh inactive, hERG protect -11, MrgX1 agonist inactive, KCNK3 block inactive and KCNQ1 pot inactive.
Screening COCCN(CCOC)C(=O)CC(=O)N(CCOC)CCOC returned RGS4 inh inactive, RGS4 pot inactive, TMEM16A act inactive, TMEM16A inh inactive, MrgX1 PAM inactive, KCNQ1 block inactive, KCNK9 inh inactive, hERG protect -11, MrgX1 agonist inactive, KCNK3 block inactive and KCNQ1 pot inactive.
COC(=O)c1ccc(S(=O)(=O)N2CCCCCC2)cc1 was read as RGS4 inh inactive, RGS4 pot inactive, TMEM16A act inactive, TMEM16A inh inactive, MrgX1 PAM inactive, KCNQ1 block inactive, KCNK9 inh inactive, hERG protect -4, MrgX1 agonist inactive, KCNK3 block inactive and KCNQ1 pot inactive.
`O=C(NCCc1ccccc1)C(=O)c1c(-c2ccccc2)cc2ccccn12` gave RGS4 inh inactive, RGS4 pot inactive, TMEM16A act inactive, TMEM16A inh inactive, MrgX1 PAM inactive, KCNQ1 block inactive, KCNK9 inh inactive, hERG protect -6, MrgX1 agonist inactive, KCNK3 block inactive and KCNQ1 pot inactive.
Screening CCn1c(CC(=O)Nc2ccccc2F)nnc1SCC(=O)NC1CCCC1 returned RGS4 inh inactive, RGS4 pot inactive, TMEM16A act inactive, TMEM16A inh inactive, MrgX1 PAM inactive, KCNQ1 block inactive, KCNK9 inh inactive, hERG protect -8, MrgX1 agonist inactive, KCNK3 block inactive and KCNQ1 pot inactive.
For CC(c1ccccc1)C1C(C#N)=C(N)OC2=C1C(=O)CCC2 (configuration not stated) the results were RGS4 inh inactive, RGS4 pot inactive, TMEM16A act inactive, TMEM16A inh inactive, MrgX1 PAM inactive, KCNQ1 block inactive, KCNK9 inh inactive, hERG protect -3, MrgX1 agonist inactive, KCNK3 block inactive and KCNQ1 pot inactive.
Screening CC1(C)C2CC=C(/C=N/NC(=S)NCCc3ccccc3)C1C2 (configuration not stated) returned RGS4 inh inactive, RGS4 pot inactive, TMEM16A act inactive, TMEM16A inh inactive, MrgX1 PAM inactive, KCNQ1 block inactive, KCNK9 inh inactive, hERG protect -18, MrgX1 agonist inactive, KCNK3 block inactive and KCNQ1 pot inactive.
For CCSc1nc2ccccc2c(=O)n1OCC(=O)OC the results were RGS4 inh inactive, RGS4 pot inactive, TMEM16A act inactive, TMEM16A inh inactive, MrgX1 PAM inactive, KCNQ1 block inactive, KCNK9 inh inactive, hERG protect -7, MrgX1 agonist inactive, KCNK3 block inactive and KCNQ1 pot inactive.
For CCS(=O)(=O)N1Cc2ccccc2CC1C(=O)Nc1ccc(C)cc1 (configuration not stated) the results were RGS4 inh inactive, RGS4 pot inactive, TMEM16A act inactive, TMEM16A inh inactive, MrgX1 PAM inactive, KCNQ1 block inactive, KCNK9 inh inactive, hERG protect -12, MrgX1 agonist inactive, KCNK3 block inactive and KCNQ1 pot inactive.
COc1ccc(NC(=O)CN(C)C(=O)c2cc(-c3ccco3)nc3ccccc23)cc1 was read as RGS4 inh inactive, RGS4 pot inactive, TMEM16A act inactive, TMEM16A inh inactive, MrgX1 PAM inactive, KCNQ1 block inactive, KCNK9 inh inactive, hERG protect -10, MrgX1 agonist inactive, KCNK3 block inactive and KCNQ1 pot inactive.
Cc1ccc(C)n1NC(=O)c1ccc([N+](=O)[O-])cc1 was read as RGS4 inh inactive, RGS4 pot inactive, TMEM16A act inactive, TMEM16A inh inactive, MrgX1 PAM inactive, KCNQ1 block inactive, KCNK9 inh inactive, hERG protect -3, MrgX1 agonist inactive, KCNK3 block inactive and KCNQ1 pot inactive.
Screening Cc1nnc(SCCCOc2ccccc2)nc1C returned RGS4 inh inactive, RGS4 pot inactive, TMEM16A act inactive, TMEM16A inh inactive, MrgX1 PAM inactive, KCNQ1 block inactive, KCNK9 inh inactive, hERG protect -15, MrgX1 agonist inactive, KCNK3 block inactive and KCNQ1 pot inactive.
CN1CCN(S(=O)(=O)c2cccc(C(=O)Oc3cccc(Br)c3)c2)CC1 was read as RGS4 inh inactive, RGS4 pot inactive, TMEM16A act inactive, TMEM16A inh inactive, MrgX1 PAM inactive, KCNQ1 block inactive, KCNK9 inh inactive, hERG protect -11, MrgX1 agonist inactive, KCNK3 block inactive and KCNQ1 pot inactive.
For COc1cc(C2C(C#N)=C(N)Oc3cc(C)oc(=O)c32)cc2c1OCO2 (configuration not stated) the results were RGS4 inh inactive, RGS4 pot inactive, TMEM16A act inactive, TMEM16A inh inactive, MrgX1 PAM inactive, KCNQ1 block inactive, KCNK9 inh inactive, hERG protect -9, MrgX1 agonist inactive, KCNK3 block inactive and KCNQ1 pot inactive.

2 records picked at random from those above:
CN1CCN(S(=O)(=O)c2cccc(C(=O)Oc3cccc(Br)c3)c2)CC1 was read as RGS4 inh inactive, RGS4 pot inactive, TMEM16A act inactive, TMEM16A inh inactive, MrgX1 PAM inactive, KCNQ1 block inactive, KCNK9 inh inactive, hERG protect -11, MrgX1 agonist inactive, KCNK3 block inactive and KCNQ1 pot inactive.
For CC(c1ccccc1)C1C(C#N)=C(N)OC2=C1C(=O)CCC2 (configuration not stated) the results were RGS4 inh inactive, RGS4 pot inactive, TMEM16A act inactive, TMEM16A inh inactive, MrgX1 PAM inactive, KCNQ1 block inactive, KCNK9 inh inactive, hERG protect -3, MrgX1 agonist inactive, KCNK3 block inactive and KCNQ1 pot inactive.

Other records follow:
For O=C(N/N=C/C=C/c1ccccc1)c1cccnc1 the results were RGS4 inh inactive, RGS4 pot inactive, TMEM16A act inactive, TMEM16A inh inactive, MrgX1 PAM inactive, KCNQ1 block inactive, KCNK9 inh inactive, hERG protect -6, MrgX1 agonist inactive, KCNK3 block inactive and KCNQ1 pot inactive.
For Cc1nccc2[nH]c(=O)c(C(=O)NC3CCCCC3C)cc12 (configuration not stated) the results were RGS4 inh inactive, RGS4 pot inactive, TMEM16A act inactive, TMEM16A inh inactive, MrgX1 PAM inactive, KCNQ1 block inactive, KCNK9 inh inactive, hERG protect -6, MrgX1 agonist inactive, KCNK3 block inactive and KCNQ1 pot inactive.
For CCN1CCN(c2ccc(NC(=O)c3ccc(C#N)cc3F)cc2Cl)CC1 the results were RGS4 inh inactive, RGS4 pot inactive, TMEM16A act inactive, TMEM16A inh inactive, MrgX1 PAM inactive, KCNQ1 block inactive, KCNK9 inh inactive, hERG protect -13, MrgX1 agonist inactive, KCNK3 block inactive and KCNQ1 pot inactive.
O=C(c1cc([N+](=O)[O-])ccc1N1CCCCC1)N1CCCCC1 was read as RGS4 inh inactive, RGS4 pot inactive, TMEM16A act inactive, TMEM16A inh inactive, MrgX1 PAM inactive, KCNQ1 block inactive, KCNK9 inh inactive, hERG protect -8, MrgX1 agonist inactive, KCNK3 block inactive and KCNQ1 pot inactive.
`COc1ccc(C2C(C#N)=C(N)OC3=C2C(=O)CC(C)(C)C3)cc1OC` (configuration not stated) gave RGS4 inh inactive, RGS4 pot inactive, TMEM16A act inactive, TMEM16A inh inactive, MrgX1 PAM inactive, KCNQ1 block inactive, KCNK9 inh inactive, hERG protect -11, MrgX1 agonist inactive, KCNK3 block inactive and KCNQ1 pot inactive.
For O=C1CC(c2cccc(Cl)c2)Cc2nc(N3CCN(c4ccccc4)CC3)ncc21 (configuration not stated) the results were RGS4 inh inactive, RGS4 pot inactive, TMEM16A act inactive, TMEM16A inh inactive, MrgX1 PAM inactive, KCNQ1 block inactive, KCNK9 inh inactive, hERG protect -3, MrgX1 agonist inactive, KCNK3 block inactive and KCNQ1 pot inactive.
Screening CCCn1c(N)c(N(CCOC)C(=O)c2ccc([N+](=O)[O-])c(C)c2)c(=O)[nH]c1=O returned RGS4 inh inactive, RGS4 pot inactive, TMEM16A act inactive, TMEM16A inh inactive, MrgX1 PAM inactive, KCNQ1 block inactive, KCNK9 inh inactive, hERG protect -6, MrgX1 agonist inactive, KCNK3 block inactive and KCNQ1 pot inactive.

Bioassay records as filed in PubChem BioAssay.
